High-throughput results: PubChem BioAssay, Dana-Farber Cancer Institute and Novartis Institutes for BioMedical Research (Cambridge, Mass)
USP17 inh – blocks human USP17 ubiquitin-rhodamine cleavage. A8MUK1. purified USP17, Ub-rhodamine cleavage fluorescence, 3 h. inhibition, % at 50 µM. 6.5% of 47,000 active. AID 1645855
Target sequence (A8MUK1 whole entry, looked up): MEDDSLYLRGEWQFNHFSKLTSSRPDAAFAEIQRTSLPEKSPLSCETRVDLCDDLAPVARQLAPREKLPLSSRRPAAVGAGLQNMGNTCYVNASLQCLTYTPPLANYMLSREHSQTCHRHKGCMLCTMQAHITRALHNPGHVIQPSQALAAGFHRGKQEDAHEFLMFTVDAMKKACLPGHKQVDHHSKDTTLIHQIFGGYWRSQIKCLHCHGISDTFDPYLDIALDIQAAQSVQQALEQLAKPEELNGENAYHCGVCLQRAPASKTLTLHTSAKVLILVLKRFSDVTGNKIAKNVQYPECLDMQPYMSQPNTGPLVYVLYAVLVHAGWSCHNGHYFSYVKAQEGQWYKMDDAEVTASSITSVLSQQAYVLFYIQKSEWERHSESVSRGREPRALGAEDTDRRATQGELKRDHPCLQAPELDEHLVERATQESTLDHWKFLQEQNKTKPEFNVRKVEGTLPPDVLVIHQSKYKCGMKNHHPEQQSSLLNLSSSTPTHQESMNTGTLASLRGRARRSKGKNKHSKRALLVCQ
UCHL1 inh – blocks human UCHL1 ubiquitin-rhodamine cleavage. purified UCHL1, Ub-rhodamine cleavage fluorescence. inhibition, % at 20 µM. 0.2% of 47,000 active. AID 1645859
Target sequence (P09936 whole entry, looked up): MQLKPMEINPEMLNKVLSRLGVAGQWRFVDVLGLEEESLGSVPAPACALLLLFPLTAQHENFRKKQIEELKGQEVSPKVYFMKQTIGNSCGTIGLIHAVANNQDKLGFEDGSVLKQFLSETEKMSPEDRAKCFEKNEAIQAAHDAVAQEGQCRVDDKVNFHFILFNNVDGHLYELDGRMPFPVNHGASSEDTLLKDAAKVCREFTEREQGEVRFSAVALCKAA
OTUD3 block – inhibitors of human OTUD3 deubiquitinase. Q5T2D3. purified OTUD3, Ub-rhodamine fluorescence, 2 h. inhibition, % at 25 µM. 0.7% of 47,000 active
USP30 inh – human USP30 deubiquitinase inhibition | purified USP30, Ub-rhodamine cleavage fluorescence | Q70CQ3 | inhibition, % at 25 µM | 5.3% of 47,000 active
USP28 block – blocks human USP28 ubiquitin-rhodamine cleavage; Q96RU2; purified USP28, Ub-rhodamine cleavage fluorescence, 30 min; inhibition, % at 25 µM; 3% of 47,000 active; AID 1645857
USP10 block – inhibitors of human USP10 deubiquitinase; 1.1% of 47,000 active; purified USP10, Ub-rhodamine fluorescence, 60 min; Q14694; inhibition, % at 20 µM
USP8 block – inhibitors of human USP8 deubiquitinase; purified USP8, Ub-rhodamine cleavage fluorescence, 30 min; 4.2% of 47,000 active; inhibition, % at 20 µM
USP7 inh – inhibitors of human USP7 deubiquitinase. Q93009. purified USP7, Ub-rhodamine cleavage fluorescence. inhibition, % at 20 µM. 0.3% of 47,000 active. AID 1645854
An asterisk follows results filed as active; i = inactive; nt = no result given. Rule as the data show it: active = inhibition above about 30%; inactive = the rest.

SMILES	USP17 inh	UCHL1 inh	OTUD3 block	USP30 inh	USP28 block	USP10 block	USP8 block	USP7 inh
Cc1cccc(NC(=O)N2CCCC2c2c(C)noc2C)c1C (stereo not drawn)	0	-1	4	-10	0	-1	3	2
CSc1cccc(NC(=O)COc2cccc3ccccc23)c1	41*	10	14	78*	35*	26	43*	15
CSc1ccccc1C(=O)Nc1nc(-c2ccncc2)cs1	55*	3	14	34*	4	7	-1	5
NC(=O)N1CCCCCC1C1CCN(c2ncnc3ccccc23)CC1 (stereo not drawn)	-2	-1	7	1	-1	-1	5	0
Cc1ccccc1C(=O)OCCN1C(=O)c2cccc3c(N4CCCCC4)ccc(c23)C1=O	-160	-157	-220	i	-223	-2	-221	-174
COC(=O)c1c(NC(=O)CNCc2ccccc2Cl)sc2c1CCCCC2	4	1	5	-15	-2	7	3	10
Cc1sc2c(=O)n(C(C)C)cnc2c1C(=O)Nc1cccc(F)c1	-35	2	-6	-20	-3	17	8	-1
Cc1ccc(S(=O)(=O)NC(c2ccccc2)c2ccccc2)cc1C(=O)O	7	4	2	-58	9	0	7	-27
Cc1cc(C)n2nc(C(=O)N3CCCCC3c3[nH]ncc3C)cc2n1 (stereo not drawn)	0	-1	-1	-1	-8	0	-2	2
Cc1ccc(NC(=O)CSc2ccc(N3CCOCC3)nn2)c(C)c1	-8	-4	-20	-6	-17	0	-23	-1
CC(C)(O)[C@@H]1CC[C@](C)([C@@H]2CC3(CCN(C(=O)c4ccncc4)CC3)CO2)O1	7	1	11	9	-7	-1	20	5
Cc1ccc(-c2noc(CNc3ccc(Oc4ccccc4)cc3)n2)cc1	30	3	1	8	22	5	79*	-8
Cc1ccc(Cl)cc1NC(=O)c1ccc(N(C)C)cc1	15	1	-2	11	-11	6	0	0
CN(C)S(=O)(=O)N1CCCC2(C1)Nc1cccnc1NC2=NC1CCCC1 (stereo not drawn)	-152	-15	-184	i	-261	-4	-221	-12
Cc1cc2c(=O)oc(-c3ccccc3Br)nc2s1	25	7	9	23	8	18	44*	8
COc1ccccc1NC(=O)c1cc(S(=O)(=O)N2CCCc3ccccc32)ccc1F	43*	-1	10	11	0	-2	-2	7
Cc1ccc(NCc2cc(=O)n3c(C)csc3n2)c(C)c1	-10	0	-3	-3	-5	2	0	0
CCn1c(=O)c(N2CCCC(C(=O)O)C2)nc2cccnc21 (stereo not drawn)	0	-1	-8	-2	-7	1	0	3
Cc1ccc(NC(=O)CN2C(=O)CSc3ncccc32)cc1	-52	-19	-52	-207	-56	-12	-27	-12
O=C(N[C@@H]1CC[C@H]2C[C@@H]1[C@@H](O)CO2)C(c1ccccc1)c1ccccc1	-2	0	-4	-6	-11	1	2	0
O=C(CCc1ccc(S(=O)(=O)N2CCOCC2)cc1)OCC(=O)c1ccc(-c2ccccc2)cc1	25	1	11	31*	15	38*	31*	10
CCn1cc(Cl)c(C(=O)N2CCc3c(nc(-c4ccccc4)[nH]c3=O)C2)n1	13	7	4	22	4	-1	23	8
O=C(NCCCn1ccnc1)C1Cc2c(ccc3ccccc23)O1 (stereo not drawn)	-4	0	-6	-3	-3	-1	0	2
O=C(Cc1ccc(F)cc1)N1CCC[C@H]1Cn1nnc(-c2cccnc2)n1	2	1	0	6	3	-1	6	-2
COc1ccc(NC(=O)c2nc3ccccc3nc2N2CCCC2)cc1OC	0	2	8	-7	0	-6	15	-4

Full records, quoted from the list. Values in the order: USP17 inh	UCHL1 inh	OTUD3 block	USP30 inh	USP28 block	USP10 block	USP8 block	USP7 inh
O=C(N[C@@H]1CC[C@H]2C[C@@H]1[C@@H](O)CO2)C(c1ccccc1)c1ccccc1 is listed as -2	0	-4	-6	-11	1	2	0
Cc1sc2c(=O)n(C(C)C)cnc2c1C(=O)Nc1cccc(F)c1 is listed as -35	2	-6	-20	-3	17	8	-1

(continued)
SMILES	USP17 inh	UCHL1 inh	OTUD3 block	USP30 inh	USP28 block	USP10 block	USP8 block	USP7 inh
C(=C\c1ccccc1)/CSc1nnc(-c2ccco2)o1	19	-1	10	9	32*	5	-2	-24
CCOc1ccc(CC(=O)Nc2ccc(-c3cn4cccnc4n3)cc2)cc1	68*	22	-6	-22	44*	14	40*	-24
Cc1noc(C)c1C(=O)Oc1ccc(-c2n[nH]nc2C#N)cc1	-6	0	5	nt	nt	-4	0	7
COCCNc1cc(-c2cccc(C(F)(F)F)c2)nc(-c2ccncc2)n1	-14	1	-8	-108	-14	-3	-11	0
CNC(=O)N1CC2CN(S(=O)(=O)c3cccc(C)c3)CC(C1)O2	12	2	-1	nt	nt	0	5	3
O=C(NC1CCN(Cc2ccccc2)CC1)c1ccc(Cn2c(=O)c3ccccc3n(Cc3ccccc3F)c2=O)cc1	16	2	10	34*	13	0	26	8
CC(Oc1ccccc1Cl)C(=O)Nc1nonc1-c1ccccc1 (stereo not drawn)	16	5	15	27	16	15	33*	7
COc1cccc(CNc2ccc(-c3nc(-c4ccccc4)no3)nn2)c1	24	3	-14	-107	-18	12	76*	24
NC(=O)c1ccccc1NCC(=O)c1ccc(Cl)cc1	-7	1	-4	-4	-3	0	2	-10
Cc1cc(-c2ccsc2)cc(C)n1	4	3	9	20	14	4	7	0
Cc1ccc(C)c(Cn2nnc3c(=O)[nH]c(C4CCN(C(=O)C5CCCC5)CC4)nc32)c1	2	-2	-118	15	11	11	10	-34
O=C1CC(C(=O)NCCc2ccccc2)n2c(nc3ccccc32)N1 (stereo not drawn)	1	-1	-1	-3	-7	17	43*	5
COc1ccc(NC(=O)c2[nH]nc3c2CCc2ccccc2-3)c(OC)c1	15	5	-8	-53	11	-1	2	7
CN(C)c1cc(-n2cnc(C(=O)Nc3ccccc3)c2)ncn1	17	3	-2	26	9	1	-7	3
Cc1nc(NCC2CCCO2)c2c3c(sc2n1)CCCC3 (stereo not drawn)	0	0	1	1	1	0	-9	-21
Cc1nc(N2CCCC2)n(Cc2cccc(C#N)c2)c(=O)c1C	1	7	8	-2	1	0	-1	-5
CCOc1cc2[nH]c(=O)n(CCCC(=O)N3CCC(N4CCCCC4)CC3)c(=O)c2cc1OCC	-4	0	-3	0	-12	1	-6	2
Cc1cccc(NC(=O)Cn2c(N3CCOCC3)nc(C)cc2=O)c1	-1	-3	-6	1	-11	0	0	0
COc1cccc(C(=O)NCc2ccc(-c3nc4cnccc4o3)cc2)c1	25	4	15	31*	19	4	29	15
Cc1ccc(C2CC(=O)Nc3c2c(C)nn3-c2ccc3nnc(C)n3n2)cc1 (stereo not drawn)	4	2	8	35*	21	0	4	-13
COc1ccc(CN(C(=O)/C=C/c2ccc(C)cc2)C2CCS(=O)(=O)C2)cc1 (stereo not drawn)	14	7	4	15	9	2	4	2
O=C(C1CCCc2c1[nH]c1ccccc21)N1CCCC1 (stereo not drawn)	-8	-1	-10	-33	-10	-1	-5	0
CCOC(=O)N1CCc2c(sc3c2c(=O)n(-c2ccc(Cl)cc2)c(=O)n3CC(=O)NCC2CCCO2)C1 (stereo not drawn)	-3	-1	-3	-3	-4	0	2	0
CCc1nnc(NC(=O)c2nnn(-c3ccccc3Cl)c2C)s1	11	-1	17	37*	60*	3	-8	3
COc1ccc(CCN2CCc3nc4ccncc4cc3C2)cc1OC	-41	-37	-48	-213	-49	-5	1	-39

Structures above printed as active in USP10 block.
SMILES	USP17 inh	UCHL1 inh	OTUD3 block	USP30 inh	USP28 block	USP10 block	USP8 block	USP7 inh
O=C(CCc1ccc(S(=O)(=O)N2CCOCC2)cc1)OCC(=O)c1ccc(-c2ccccc2)cc1	25	1	11	31*	15	38*	31*	10

Sorted by SMILES length (lowest first): part of the list above.
SMILES	USP17 inh	UCHL1 inh	OTUD3 block	USP30 inh	USP28 block	USP10 block	USP8 block	USP7 inh
CCn1c(=O)c(N2CCCC(C(=O)O)C2)nc2cccnc21 (stereo not drawn)	0	-1	-8	-2	-7	1	0	3
Cc1ccc(NC(=O)CSc2ccc(N3CCOCC3)nn2)c(C)c1	-8	-4	-20	-6	-17	0	-23	-1
Cc1ccccc1C(=O)OCCN1C(=O)c2cccc3c(N4CCCCC4)ccc(c23)C1=O	-160	-157	-220	i	-223	-2	-221	-174

Remaining list, next part:
SMILES	USP17 inh	UCHL1 inh	OTUD3 block	USP30 inh	USP28 block	USP10 block	USP8 block	USP7 inh
COc1ccc(Cn2nnc(-c3cccc(F)c3)n2)cc1F	5	3	2	2	49*	7	-33	0
O=c1[nH]c(C2CCN(S(=O)(=O)c3ccc(S(=O)(=O)NC4CCCCC4)cc3)CC2)nc2c1nnn2Cc1ccc(F)cc1	47*	7	14	40*	44*	36*	36*	8
COc1cc2nc(CN3CCOCC3)n(CC(=O)NCC(F)(F)F)c(=O)c2cc1OC	7	0	-3	5	-5	2	10	7
CCOc1ccc(NC(=O)CSc2cc(=O)n(C)c3cc(Cl)ccc23)cc1	47*	0	3	18	2	0	0	2
COc1ccc(N(C(=O)c2ccccc2OC)S(=O)(=O)c2ccc3c(c2)n(C)c(=O)n3C)cc1	16	2	6	8	9	-3	18	-23
COc1ccc(C(=O)Nc2ccc3c(c2)NC2CCCCC32)cc1 (stereo not drawn)	9	-2	8	17	-3	0	8	0
COc1ccc(C(=O)N2CCN3Cc4ccccc4N(C)CC3C2)cc1 (stereo not drawn)	-140	-165	-188	i	-244	-7	-264	-147
COc1ccc(C)cc1S(=O)(=O)N1CCOC(c2ccccc2)C1 (stereo not drawn)	18	5	0	21	8	6	21	9
Cc1cccc(N(Cc2nc3nc(C)cc(C)n3n2)S(=O)(=O)c2ccccc2)c1	10	4	13	19	7	-3	14	3
CCn1c(=O)c(CCC(=O)N2CCN(c3ccccc3)CC2)nc2c(C)nn(-c3ccccc3)c21	5	0	9	10	11	2	2	2
Cc1oc(C(=O)O)cc(=O)c1C	nt	0	3	-2	-1	2	14	2
Cn1ccc(CN2CCc3ccccc32)cc1=O	-8	-12	-55	-220	-56	-1	51*	-14
COCCCNS(=O)(=O)c1ccc(NC(=O)C2CC(=O)N(c3ccc(C)cc3)C2)cc1 (stereo not drawn)	-18	2	2	7	0	0	-163	-6
O=C(N/C=C/c1ccsc1)Nc1ccc(F)cc1	-7	-5	-14	-21	-12	-3	-15	-5
NC(=O)c1nc2c(s1)CCN(C(=O)Nc1ccccc1)CC2	6	2	15	6	7	4	14	7
O=C(NCc1ccco1)c1cccc(S(=O)(=O)N2CC(c3ccccc3)CC2=O)c1 (stereo not drawn)	-5	1	-7	-58	-5	2	-49	-105
O=c1cc(CN2CCN(Cc3cccc(F)c3)CC2)cc[nH]1	nt	-4	-16	-82	-18	-9	17	-9
CC1CCN(C(=O)c2ccc3c(=O)nc4c(-c5ccccc5)n[nH]n4c3c2)CC1	10	3	9	0	14	4	2	0
CCc1nn2c(CNC(=O)Cc3ccccc3F)c(C)nc2s1	8	1	9	8	16	-1	21	2
O=C(NC1CCSC1)c1cccc(Cl)c1 (stereo not drawn)	7	2	7	18	6	0	11	2
COc1ccc(S(=O)(=O)n2cc3c(=O)n(C(C)C)c(=O)n(C(C)C)c3n2)cc1	-9	4	-7	-10	10	0	-78	3
Cc1ccc(S(=O)(=O)N2CC(c3nc(C)no3)C3(CCOCC3)C2)cc1 (stereo not drawn)	8	0	12	26	7	1	9	2
CCOC(=O)Cn1cnc2c(sc3nc(-c4ccco4)c4c(c32)CC(C)(C)OC4)c1=O	13	-4	-7	-88	-18	-7	10	-19
CC(C)N1c2ccccc2CN(C(=O)c2ccccc2)CC1C (stereo not drawn)	10	3	10	21	10	6	2	2
CC(=O)N(CC(=O)O)[C@@H]1C[C@@H]2CO[C@H](c3ccccc3)C[C@@H]2C1	13	1	12	25	7	0	17	4

Next records follow.
SMILES	USP17 inh	UCHL1 inh	OTUD3 block	USP30 inh	USP28 block	USP10 block	USP8 block	USP7 inh
Cc1cc(-n2ccnc(NCC(C)c3ccccc3)c2=O)ccc1Br (stereo not drawn)	-40	-3	-15	-67	-12	-4	-27	-26
O=C(Nc1ccc2c(c1)OCO2)c1ccc2nc(C(F)(F)F)sc2c1	17	-2	3	-18	12	0	55*	3
Cc1nn(C)cc1S(=O)(=O)Nc1ccn(Cc2ccc(Cl)cc2)n1	0	1	-3	-7	-6	2	1	0
CC(=O)Nc1ccc(-n2cnc(C(=O)N3CCN(c4ccc(C)cc4)CC3)c2)nc1	14	-5	0	11	5	-1	-15	-2
O=C(CC1CCCCC1)N1CCCC(Cc2cnc(-c3ncc[nH]3)cn2)C1 (stereo not drawn)	-14	0	-4	-6	-2	0	-32	1
Cc1ccccc1CSc1nnc([C@@H]2CCCN2)o1	-1	1	12	19	-1	1	1	-1
CCn1c(-c2cc(NC(=O)c3cnccn3)n[nH]2)cc2cc(OC)ccc21	1	-2	-4	7	0	2	3	0
CC1CCN(C(=O)CCNc2c(N3CCCC3)c(=O)c2=O)CC1	0	-2	-2	-12	0	-1	-4	0
COc1cccc(Cc2nc(-c3cn(-c4ccccc4)nn3)no2)c1	-4	-5	-15	-59	-30	-5	-2	-4

A few values from above:
CC(=O)Nc1ccc(-n2cnc(C(=O)N3CCN(c4ccc(C)cc4)CC3)c2)nc1 in USP10 block → -1
CCn1c(-c2cc(NC(=O)c3cnccn3)n[nH]2)cc2cc(OC)ccc21 in USP7 inh → 0
